Screening results (PubChem)
Cneo AK release = Cryptococcus neoformans lysis via adenylate kinase release; C. neoformans lysis, adenylate kinase release luminescence, 4 h; normalised: neutral wells 0, clomiphene wells 100; lysis activity, % at 15 µM; actives 0.2% (n = 360,000);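 active = mean lysis activity across replicates of at least 80%, whatever share of replicates individually reach that level; inactive = mean lysis activity below 80%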
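Assay system: log-phase C. neoformans yeast / Quantity: yeast cell density of 5 × 10^6 cells/mL / Medium: fresh YPD growth medium / Compound: single dose / Timing: static 4 h at 37 °C with compound, 1 h detection / Measured by: adenylate kinase release luminescence / Read-out: lysis from increased AK signal / Benchmarks: Clomiphene as positive lysis control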
Statin myotox sup = suppressors of simvastatin-induced myotoxicity in C2C12 myotubes | ATP luminescence, 48 h; scaled: DMSO 0, geranylgeraniol control 100 | actives 0.78% (n = 330,000) | rescue of ATP level, % at 7.49 µM;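 active = mean ATP rescue above about 67%, or every replicate alone reaching that limit, limit read from the data, passing the limit was not always enough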;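 also: myotubes were challenged with 10 µM simvastatin during compound exposure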
F508del corr = correctors of CFTR F508del function in bronchial epithelial cells. activity (quench increase), % at 7.58 µM. actives 0.36% (n = 350,000). CFBE cells, YFP halide quenching; stimulated with forskolin plus potentiator P3; % fluorescence drop versus neutral controls. AID 720511;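 active = mean added fluorescence quench of at least 8% versus neutral control, with both replicates also reaching 8%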;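 also: cells transiently co-express mutant CFTR-F508del with the halide-sensitive YFP; corrector assay measuring rescue of mutant channel to the surface after 24 h compound exposure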
FN deposit inh = fibronectin deposition inhibition; AID 743247; actives 0.086% (n = 350,000); AH1F fibroblasts, Alexa488-fibronectin deposition fluorescence, overnight; inhibition, % at 12.6 µM;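 active = mean inhibition across replicates of 30% or more, regardless of how many single replicates reach that level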;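 also: positive control wells lacked labelled fibronectin entirely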
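Material: AH1F fibroblast monolayer depositing Alexa488-labelled fibronectin into matrix | Input: 10000 AH1F cells/well | Medium: DMEM plus 2% serum, read in PBS | Reagent: Alexa488-fibronectin, 24 nM final in well | Compound dosing: One dose per compound, pinned | Schedule: 1 h adhesion, overnight exposure | Measured by: Fluorescence at 485 nm excitation, 525 nm emission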
miR122 inh = inhibitors of miR-122 in Huh7 cells | activation (reporter increase), % at 12.5 µM | Huh7 miR-122 Renilla luciferase sensor, 48 h; neutral wells = 0, positive control = 100 | AID 602342 | actives 0.3% (n = 340,000);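 active = mean replicate activation score at least 90 and every replicate individually at or above 90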;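 also: higher luciferase means less miR-122 activity so hits act as miR-122 inhibitors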
GSIS activator = primary screen for activators of insulin secretion dependent on glucose, INS-1E cells, GLuc reporter luminescence | INS-1E GLuc reporter insulin secretion, 2-3 h | activation, % at 16.6 µM | actives 0.61% (n = 370,000);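 active = lowest replicate activation of at least 40%, so every replicate reaches that level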;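 also: 0% = median of neutral control wells and 100% = median of IBMX positive control wells; some compounds called inactive have numbers as strong as hits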
PGC1a acetyl inh = lowers PGC1a acetylation signal in U2OS cells. AlphaScreen anti-acetyl-lysine; with virally co-expressed GCN5 acetyltransferase. inhibition, % at 15.6 µM. actives 0.17% (n = 350,000). AID 651687;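 active = every replicate shows inhibition of at least 40%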;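 also: 0% = neutral control wells and 100% = positive control wells; some results beyond the cut were filed as inactive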
PglD DTNB = inhibitors of Campylobacter jejuni PglD acetyltransferase | inhibition, % at 12.5 µM | purified PglD enzyme, DTNB colorimetric CoA detection | actives 0.098% (n = 360,000) | AID 602405; in the data active = inhibition above about 16%, passing the limit was not always enough; also: strong numbers were not always called active
Numbers without * were called inactive; · = no result given; [ ] = another dose, or the depositor's remark.

SMILES | Cneo AK release | Statin myotox sup | F508del corr | FN deposit inh | miR122 inh | GSIS activator | PGC1a acetyl inh | PglD DTNB
C[C@@H]1CCCCO[C@H](CN(C)Cc2ccncc2)[C@@H](C)CN([C@H](C)CO)C(=O)c2cc(NS(=O)(=O)c3cn(C)cn3)ccc2O1 | 0 | · | -0.5 | · | 13[16.7 µM] | 20 | -1 | -2
CCOC(=O)Oc1ccc2c(=O)c(Oc3cc(C)cc(C)c3)coc2c1 | 1 | 19 | · | -6 | -4 | -12 | 7 | -4
C/C=C/c1cnc2c(c1)C(=O)N([C@@H](C)CO)C[C@H](C)[C@H](CN(C)Cc1ccc3c(c1)OCO3)O2 | -5 | 8 | -1.6 | -11 | · | 6 | 3 | 6
CCC(=NCCc1ccc(OC)c(OC)c1)c1ccccc1O | -3 | -1 | -3.1 | 0 | -4 | 20 | · | -3
C[C@@H]1CN([C@@H](C)CO)C(=O)c2cc(NC(=O)Nc3ccc(C(F)(F)F)cc3)ccc2O[C@@H]1CN(C)S(=O)(=O)c1ccc(F)cc1 | -1 | -95 | 1.7 | · | 42[16.7 µM] | -34 | 6 | 1
O=C(C[C@@H]1CC[C@H]2[C@@H](COC[C@@H](O)CN2C(=O)Nc2ccc(Cl)c(Cl)c2)O1)NCc1ccc(Cl)cc1 | -7 | -19 | 0.6 | -7 | -5[16.7 µM] | -37 | 5 | -3
CCc1noc(C)c1C(=O)N1CCN(S(=O)(=O)c2ccc(Cl)s2)CC1 | -1 | -16 | -1.2 | -6 | -9 | 5 | -7 | 1
Cc1ccccc1OCCn1c(=S)[nH]c2c(N)ncnc21 | 1 | 1 | -2.2 | -8 | 60 | -21 | 2 | 6
CCCOc1ccc(C(=O)Nc2ccc(NC(=O)c3cccs3)cc2)cc1 | 0 | 3 | -0.5 | 0 | -6 | -6 | 3 | -1
Cn1cc(/C=C(\NC(=O)c2ccccc2)C(=O)N2CCOCC2)c2ccccc21 | -5 | 8 | -2.4 | 19 | 9 | 1 | 2 | 5
COC(=O)[C@@H]1[C@@H](CO)[C@@H]2Cn3c(ccc(-c4ccccc4)c3=O)[C@@H]2N1S(C)(=O)=O | 5 | -10 | -0.3 | · | -6[16.7 µM] | 13 | · | 2
COc1ccc(-c2nnc(SCC(=O)Nc3ccccc3OC)o2)cc1 | -9 | -11 | 0.5 | · | 31 | -3 | -14 | 2
CNC[C@@H]1OCCCC[C@@H](C)Oc2ccc(NS(=O)(=O)c3ccc(F)cc3)cc2C(=O)N([C@H](C)CO)C[C@H]1C | 2 | 9 | -3.5 | 8 | -1[16.7 µM] | 3 | 0 | 0
CC1CC(=O)N(CC(=O)Nc2cccc(F)c2)c2ccccc2S1(=O)=O (stereo unspecified) | 4 | -2 | -1.5 | -1 | 4 | -5 | -1 | -3
C[C@@H]1CN([C@@H](C)CO)C(=O)c2cccc(NS(=O)(=O)c3ccc(Cl)cc3)c2O[C@@H]1CN(C)Cc1ccc(Oc2ccccc2)cc1 | 13 | -115 | 4.9 | -13 | 69[16.7 µM] | -27 | 4 | 4
COC(=O)c1cnc2c(C(F)(F)F)cccc2c1OC | 5 | 16 | · | · | 3 | 11 | -3 | -2
O=C(COc1cccnc1[N+](=O)[O-])Nc1ncc(Cl)cc1Cl | -1 | 8 | 2.3 | -8 | -5 | 8 | 10 | 0
CN(CC(=O)Nc1ccccc1C(F)(F)F)C(=O)c1cccc(-n2cccc2)c1 | 2 | 9 | -1.8 | -2 | · | -6 | · | 1
O=C(NCc1ccc(F)cc1)C1CCN(S(=O)(=O)c2cccc3nonc23)CC1 | -2 | -17 | -2.4 | 6 | · | 15 | · | -7
O=C(C[C@H]1C[C@@H]2c3cc(NC(=O)C4CCC4)ccc3O[C@@H]2[C@@H](CO)O1)NC1CCCCC1 | -2 | 4 | -2.0 | -11 | -7[16.7 µM] | -12 | -1 | 2
C[C@H](CO)N1C[C@H](C)[C@@H](CN(C)Cc2ccc(-c3ccccc3)cc2)Oc2c(NC(=O)Nc3ccc(F)cc3)cccc2C1=O | 6 | · | 0.7 | 3 | -7[16.7 µM] | -9 | -4 | -2
Cc1cccc(C(=O)Nc2cccnc2Cl)c1 | -3 | 4 | 3.0 | 5 | 0 | 6 | 5 | -2
CC(C)C#Cc1cnc2c(c1)C(=O)N([C@H](C)CO)C[C@H](C)[C@H](CN(C)C(=O)Nc1cccc(F)c1)O2 | 49 | 33 | · | -1 | 4[16.7 µM] | -35 | 4 | -7
N#CC1(P(=O)(c2ccccc2)c2ccccc2)CCCC1 | 2 | -5 | 3.2 | -3 | 1 | -6 | · | -1
CS(=O)(=O)c1ccc(Cl)c(NC(=O)COC(=O)C23CC4CC(CC(C4)C2)C3)c1 | 3 | -11 | -2.3 | · | -1 | · | -6 | -2
Cc1nn(Cc2ccc(F)cc2)c(C)c1NC(=O)c1cccnc1Cl | 7 | · | · | 12 | · | 7 | · | 2
O=C(CN1C(=O)c2ccccc2S1(=O)=O)Nc1ncccn1 | -1 | 5 | 0.7 | 6 | -2 | 8 | 5 | -4
CN(C)CCCNC(=S)NCCNc1nc2cc3c(cc2cc1C#N)OCO3 | · | · | -1.1 | -1 | · | 5 | -9 | ·
CN1CCN(C(=O)C2CCC(CNS(=O)(=O)c3cccc4cccnc34)CC2)CC1 (stereo unspecified) | 0 | -4 | 0.7 | 5 | 9 | -3 | 2 | 0
O=c1[nH]nc(Cc2ccc(Cl)cc2Cl)c2ccccc12 | 3 | 140* | · | · | -10 | · | 2 | -2
CN(C)Cc1nnnn1-c1ccccc1 | 1 | 6 | 1.0 | -1 | -6 | 8 | -1 | 3
O=C(NNc1cccc(Cl)c1)c1cccnc1Oc1ccccc1 | · | · | 1.1 | -1 | · | 0 | -5 | ·
CCc1cc(=O)oc2c3c(cc(OCC(=O)NCc4ccccn4)c12)OC(C)(C)CC3 | 3 | 16 | -0.3 | · | -4 | · | 6 | 4
COc1ccc(CN(C)C[C@@H]2OCCCC[C@H](C)Oc3ccc(N(C)C)cc3C(=O)N([C@H](C)CO)C[C@H]2C)cc1 | · | 5 | 1.7 | · | 8[16.7 µM] | -2 | -9 | ·
Cc1cc(C)nc(SCCCNCc2c(F)cccc2Cl)n1 | 0 | 0 | -0.6 | 2 | 2 | 17 | -14 | -1
COc1ccc(N2C(=O)CSC2c2cccc(F)c2)c(OC)c1 (stereo unspecified) | · | · | · | 4 | -4 | 26 | 8 | ·
Cc1cccc(C)c1NC(=O)C(C)N1CCCC1 (stereo unspecified) | 6 | -4 | 0.8 | 6 | · | 20 | -2 | 0
O=C(Cn1ccnc1[N+](=O)[O-])NCc1ccccc1 | 0 | 2 | -0.5 | -7 | 0 | 23 | 3 | 1
FC(F)(F)c1ccc(/C=N/n2c(COc3ccccc3)n[nH]c2=S)cc1 | 5 | 24 | -4.5 | 5 | -12 | -20 | -1 | 2
Cc1c(-c2ccccc2)sc(N)c1C(=O)N1CCOCC1 | 1 | -4 | · | 5 | -1 | · | 1 | -1
C[C@H](CO)N1C[C@H](C)[C@@H](CN(C)C(=O)Cc2cccnc2)Oc2ncc(-c3cccnc3)cc2C1=O | -2 | -4 | -2.2 | 2 | 44[16.7 µM] | 10 | -4 | 2
CCCNC(=O)C[C@@H]1CC[C@H]2[C@H](COc3ccc(NC(=O)c4cccc(Cl)c4)cc3C(=O)N2C)O1 | · | 9 | -0.6 | 4 | 18[16.7 µM] | -7 | -10 | ·
C[C@@H]1CN([C@H](C)CO)C(=O)c2cc(-c3ccccc3)cnc2O[C@@H]1CN(C)Cc1ccc(C(=O)O)cc1 | 2 | 16 | -0.3 | -1 | 3[16.7 µM] | 1 | 3 | -3
Cc1ccc(-c2ccc3c(c2)O[C@@H](CN(C)C(=O)Nc2ccc(F)cc2)[C@H](C)CN([C@H](C)CO)S3(=O)=O)cc1 | -1 | -21 | 1.0 | 12 | 28[16.7 µM] | -17 | -4 | 2
O=C(Nc1ccccn1)c1ccc(NC(=O)c2ccco2)cc1 | -4 | -12 | · | · | -6 | · | -2 | -13

The last three records of the section before lead into the next:
SMILES | Cneo AK release | Statin myotox sup | F508del corr | FN deposit inh | miR122 inh | GSIS activator | PGC1a acetyl inh | PglD DTNB
C[C@@H]1CN([C@H](C)CO)C(=O)c2cc(-c3ccccc3)cnc2O[C@@H]1CN(C)Cc1ccc(C(=O)O)cc1 | 2 | 16 | -0.3 | -1 | 3[16.7 µM] | 1 | 3 | -3
Cc1ccc(-c2ccc3c(c2)O[C@@H](CN(C)C(=O)Nc2ccc(F)cc2)[C@H](C)CN([C@H](C)CO)S3(=O)=O)cc1 | -1 | -21 | 1.0 | 12 | 28[16.7 µM] | -17 | -4 | 2
O=C(Nc1ccccn1)c1ccc(NC(=O)c2ccco2)cc1 | -4 | -12 | · | · | -6 | · | -2 | -13
O=[N+]([O-])c1ccc(N2CCN(c3ccc(O)cc3)CC2)cn1 | · | 30 | 1.1 | 10 | -18 | 2 | · | ·
Nc1ccc(S(=O)(=O)N2CCCc3ccccc32)cc1 | -1 | 0 | 0.3 | -15 | 2 | -5 | 5 | 5
CC(OC(=O)CNC(=O)c1sc2ccccc2c1Cl)C(=O)NC1(C#N)CCCCC1 (stereo unspecified) | -1 | -5 | -2.4 | 6 | -12 | -11 | 0 | 3
O=C(CNC(=O)Cc1ccc(Cl)cc1)NCC(=O)N1CCCCC1 | -1 | 0 | 2.2 | 0 | -3 | 16 | -1 | 1
COc1ccc(C(=O)Nc2ccc3c(c2)C(=O)N(C)C[C@H](OC)[C@@H](C)CN(C)[C@H](C)CO3)cc1 | 0 | -11 | -3.5 | -6 | · | 13 | -4 | 3
COc1cc(CNc2ncnc3c2ncn3[C@H]2CN(Cc3cccc4ccccc34)C[C@@H](CO)O2)cc(OC)c1OC | 0 | 166* | -0.1 | 7 | -10 | -11 | -12 | -5
Nc1ccc(S(=O)(=O)NNC(=O)C(=O)NNc2ccccn2)cc1 | -2 | 2 | · | · | · | 7 | · | -4
CN1c2ccc(C3=CCCCC3)cc2[C@@H]2[C@@H](CCN2C(=O)C2CCCCC2)[C@H]1CO | · | · | 1.2 | -1 | · | -12 | -7 | ·
CC1(C)Cc2c(C#N)c(OCC(=O)c3ccccc3)nc(-c3ccoc3)c2CO1 | -1 | 4 | · | -1 | -2 | 20 | 3 | -3
Cc1c(Cl)cccc1NC(=S)N1CCC(N(C)CC2CCCO2)CC1 (stereo unspecified) | 2 | 3 | -0.5 | 1 | 0 | -2 | -10 | 6
COc1ccc(CCC(=O)N2CC(C)OC(C)C2)cc1 (stereo unspecified) | 0 | -3 | · | -13 | -3 | 6 | 0 | 2
O=S(=O)(Nc1ccccc1)c1ccc(S(=O)(=O)N2CCCC2)cc1 | 0 | 14 | -3.0 | 5 | 15 | 18 | 7 | 4
CCc1ccc2nc(SCC(=O)N3CCCCC3)c(C#N)cc2c1 | 0 | 42 | · | · | 16 | · | 7 | 0
O=C(Nc1ccncc1)c1ccc2c(c1)C(=O)N(CC1CCCO1)C2=O (stereo unspecified) | 1 | 17 | · | 1 | -1 | -5 | 12 | -1
O=c1sc2ccccc2c(=O)n1Cc1ccccc1F | · | · | 1.0 | 4 | · | 3 | 4 | ·
Cc1ccc(CNC(=O)Cc2cn(C)c3ccccc23)cc1 | -2 | 18 | -1.5 | 3 | -1 | -10 | -2 | -5
COc1ccc(S(=O)(=O)N(C)C[C@H]2Oc3c(NS(=O)(=O)c4ccc(C)cc4)cccc3C(=O)N([C@@H](C)CO)C[C@@H]2C)cc1 | 1 | 2 | 0.1 | · | 0[16.7 µM] | 16 | 1 | 0
